SENP8 block-1: inhibitors of human SENP8 protease | purified SENP8, Z-RLRGG-aminoluciferin cleavage, luminescence | 1.2% of 330,000 active | AID 2540 | inhibition, % at 10 µM; in the data active = inhibition above about 50%
Target sequence (Q96LD8 whole entry, looked up): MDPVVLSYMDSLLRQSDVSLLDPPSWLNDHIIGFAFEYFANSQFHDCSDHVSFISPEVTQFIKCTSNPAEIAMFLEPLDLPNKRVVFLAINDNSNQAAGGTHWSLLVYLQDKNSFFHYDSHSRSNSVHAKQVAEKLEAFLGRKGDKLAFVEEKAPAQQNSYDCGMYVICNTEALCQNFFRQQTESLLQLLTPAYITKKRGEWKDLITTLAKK
NALP3 yeast inh: inhibitors of NALP3 inflammasome in yeast; Yeast reconstituted NLRP3/ASC/caspase-1, beta-gal luminescence, 24 h; inhibition, % at 10 µM; 0.39% of 330,000 active;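 active = inhibition of 50% or more; inactive = inhibition below 50%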;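 note: plate controls were induced DMSO wells for no effect and uninduced yeast grown without galactose for full effect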
HKDC1 inh: inhibitors of human hexokinase HKDC1; AID 493160; 0.16% of 340,000 active; inhibition, % at 20 µM; recombinant HKDC1, G6PDH/diaphorase resazurin coupled fluorescence; Q2TB90;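 active = inhibition above about 35% when tested at 20 µM, limit read from the data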;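 note: plate controls were DMSO wells with enzyme for no effect and DMSO wells lacking enzyme for full effect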
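System: Recombinant HKDC1 hexokinase | Amount: HKDC1 at 5 µg/mL | Reagent: Glucose with 1 mM ATP | Doses: Single 20 µM dose | Incubation: Reaction time 90 min, room temperature, protected from light | Signal: Coupled resazurin fluorescence, excitation 525 nm, emission 613 nm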
SENP8 block-2: blocks human SENP8 cleavage of Nedd8 substrate. Q96LD8. recombinant SENP8, Nedd8 substrate fluorescence. inhibition, % at 20 µM. 0.64% of 360,000 active. AID 602440; in the data active = inhibition mostly above about 40%, no sharp cut-off; inactive = mostly below about 27%
SENP6 block: inhibitors of human SENP6 protease; 1.8% of 330,000 active; Recombinant SENP6 catalytic domain, aminoluciferin luminescence; inhibition, % at 10 µM; Q9GZR1; AID 2599;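 active = inhibition above about 50% at the single tested dose, limit read from the data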;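 note: plate controls were DMSO wells with enzyme for no effect and DMSO wells lacking enzyme for full effect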
PfG6PD inh: PfG6PD (Plasmodium falciparum) enzyme inhibition; 0.78% of 350,000 active; PfGluPho enzyme, NADPH resazurin-diaphorase fluorescence; inhibition, % at 20 µM;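 active = inhibition reaching at least a set limit at 20 µM in the primary screen, cut at about 59% in these data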;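 note: 0% = DMSO wells with substrate and 100% = DMSO wells lacking glucose-6-phosphate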
SENP1 inh: inhibitors of human SENP1 SUMO protease catalytic domain; AID 624204; 0.21% of 360,000 active; inhibition, % at 10 µM; recombinant SENP1 catalytic domain, CyPet-SUMO1-YPet FRET cleavage; Q9P0U3;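 active = inhibition at least 30% at 10 µM, raw YFP signal under a set limit, fluorescence ratio 0.5 to 1.5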;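 note: 0% = enzyme with DMSO and 100% = no enzyme wells; some results filed as inactive read as strong as hits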
Target sequence (Q9P0U3 419-644 limits assumed): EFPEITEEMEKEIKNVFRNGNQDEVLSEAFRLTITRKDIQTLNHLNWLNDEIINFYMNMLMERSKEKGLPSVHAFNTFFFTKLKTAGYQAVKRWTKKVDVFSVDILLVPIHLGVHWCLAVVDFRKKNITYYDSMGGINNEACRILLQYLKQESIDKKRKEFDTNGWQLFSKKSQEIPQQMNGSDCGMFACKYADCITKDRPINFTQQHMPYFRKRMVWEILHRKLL
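System: Recombinant human SENP1 catalytic domain, His6-tagged | Incubation: Enzyme reaction for 50 min at room temperature, dark | Medium: Tris pH 8 with BME, BSA, NP40 and catalase | Also added: 25 nM SUMO1 FRET substrate | Compound: 10 µM single point, 0.5% DMSO | Measured by: FRET fluorescence in CFP and YFP emission channels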
SENP7 block: blocks the human protease SENP7; Q9BQF6; recombinant SENP7, Z-RLRGG-aminoluciferin luminescence, 40 min; inhibition, % at 5 µM; 1.5% of 330,000 active;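 active = inhibition above about 50% at the single test dose, limit read from the data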;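 note: plate controls were DMSO with enzyme for no effect and no enzyme buffer wells for full effect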
Target sequence (Q9BQF6 706-1050 limits assumed): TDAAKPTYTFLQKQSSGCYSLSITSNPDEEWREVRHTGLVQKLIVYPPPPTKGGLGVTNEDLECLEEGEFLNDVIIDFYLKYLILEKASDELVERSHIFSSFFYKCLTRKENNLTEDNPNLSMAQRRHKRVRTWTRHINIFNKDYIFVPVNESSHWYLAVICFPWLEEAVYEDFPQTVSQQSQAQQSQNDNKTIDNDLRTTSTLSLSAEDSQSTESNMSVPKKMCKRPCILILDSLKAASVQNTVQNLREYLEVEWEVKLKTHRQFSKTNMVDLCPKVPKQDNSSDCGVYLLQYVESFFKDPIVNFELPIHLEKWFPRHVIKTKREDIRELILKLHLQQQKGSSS
Apaf-1 inh: human Apaf-1 inhibition; 0.71% of 330,000 active; reconstituted apoptosome caspase-3 activity, DEVD-Rh110 fluorescence; AID 489030; O14727; inhibition, % at 20 µM; active = inhibition of at least 40% at 20 µM;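 note: plate controls were DMSO wells for no effect and DEVD-CHO caspase inhibitor wells for full effect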
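Assay system: Apoptosome proteins | Medium: pH 7.5 Hepes buffer with CHAPS, BSA, DTT | Also added: Cytochrome c and DEVD-Rh110 substrate | Times: 30 min plus 50 min, RT | Detection: Rhodamine 110 fluorescence at Ex 480/Em 540 nm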
* = called active by the depositor; / = no result given; & = joins results of further samples. Random draw from the library; any-hit rate near 4.1%.

Sample of the layout (four entries):
cpd	Structure	SENP7 block	SENP6 block	HKDC1 inh	SENP8 block-1	Apaf-1 inh
1	CN1C(=O)[C@@H]2[C@H](C1=O)[C@@H]1C(=O)Nc3ccccc3C(=O)N1[C@@H]2c1ccc(F)cc1	7	2	0	-6	-3
2	CCN(CC)S(=O)(=O)c1ccc(N2CCOCC2)c(NC(=O)COc2ccccc2C#N)c1	7	-8	-5	-1	4
3	O=C(OCc1ccc(F)cc1)c1cc(S(=O)(=O)N2CCCCC2)ccc1N1CCOCC1	0	-10	-1	-2	28
4	Cc1ccccc1S(=O)(=O)Nc1ncnc2scc(-c3ccccc3)c12	-6	2	-3	-11	9

cpd	NALP3 yeast inh	SENP1 inh	PfG6PD inh	SENP8 block-2
1	16	3	-17	-75
2	25	-1	-7	8
3	6	0	17	-3
4	4	0	7	2

The listing, from the start:
cpd	Structure	SENP7 block	SENP6 block	HKDC1 inh	SENP8 block-1	Apaf-1 inh
1	CN1C(=O)[C@@H]2[C@H](C1=O)[C@@H]1C(=O)Nc3ccccc3C(=O)N1[C@@H]2c1ccc(F)cc1	7	2	0	-6	-3
2	CCN(CC)S(=O)(=O)c1ccc(N2CCOCC2)c(NC(=O)COc2ccccc2C#N)c1	7	-8	-5	-1	4
3	O=C(OCc1ccc(F)cc1)c1cc(S(=O)(=O)N2CCCCC2)ccc1N1CCOCC1	0	-10	-1	-2	28
4	Cc1ccccc1S(=O)(=O)Nc1ncnc2scc(-c3ccccc3)c12	-6	2	-3	-11	9
5	Cc1ccc(NC(=O)C(Nc2ccccc2)c2ccccc2)cc1 (stereo not drawn)	-13	-11	-9	-13	16
6	Cc1ccc(OCCN2CCN(CC(O)Cn3c4ccccc4c4ccccc43)CC2)cc1 (stereo not drawn)	-5	-11	/	-12	19
7	CN(C)C(=O)COc1ncnc2scc(-c3ccc(F)cc3)c12	7	27	-6	7	-20
8	O=S(=O)(NCc1csc(-c2cccs2)n1)c1ccccc1	5	-5	-5	3	-12
9	CCC(=O)N(CC(=O)Nc1sc(C)c(C)c1C(N)=O)Cc1ccc(F)cc1	3	1	-3	-2	8
10	CCOC(=O)/C(=N/Nc1ccccc1)c1csc(Nc2ccccc2)n1	1	-11	1	5	-6

cpd	NALP3 yeast inh	SENP1 inh	PfG6PD inh	SENP8 block-2
1	16	3	-17	-75
2	25	-1	-7	8
3	6	0	17	-3
4	4	0	7	2
5	18	2	-12	9
6	33	/	/	/
7	-4	1	-2	7
8	3	1	7	-244
9	2	-1	-10	10
10	14	1	24	9

Sorted by number of heavy atoms (low to high): 7 of the compounds above
cpd	Structure	SENP7 block	SENP6 block	HKDC1 inh	SENP8 block-1	Apaf-1 inh
8	O=S(=O)(NCc1csc(-c2cccs2)n1)c1ccccc1	5	-5	-5	3	-12
7	CN(C)C(=O)COc1ncnc2scc(-c3ccc(F)cc3)c12	7	27	-6	7	-20
5	Cc1ccc(NC(=O)C(Nc2ccccc2)c2ccccc2)cc1 (stereo not drawn)	-13	-11	-9	-13	16
4	Cc1ccccc1S(=O)(=O)Nc1ncnc2scc(-c3ccccc3)c12	-6	2	-3	-11	9
1	CN1C(=O)[C@@H]2[C@H](C1=O)[C@@H]1C(=O)Nc3ccccc3C(=O)N1[C@@H]2c1ccc(F)cc1	7	2	0	-6	-3
3	O=C(OCc1ccc(F)cc1)c1cc(S(=O)(=O)N2CCCCC2)ccc1N1CCOCC1	0	-10	-1	-2	28
6	Cc1ccc(OCCN2CCN(CC(O)Cn3c4ccccc4c4ccccc43)CC2)cc1 (stereo not drawn)	-5	-11	/	-12	19

cpd	NALP3 yeast inh	SENP1 inh	PfG6PD inh	SENP8 block-2
8	3	1	7	-244
7	-4	1	-2	7
5	18	2	-12	9
4	4	0	7	2
1	16	3	-17	-75
3	6	0	17	-3
6	33	/	/	/

Continued.
cpd	Structure	SENP7 block	SENP6 block	HKDC1 inh	SENP8 block-1	Apaf-1 inh
11	C=CCn1c(=N)n(CC(=O)O)c2ccccc21	10	18	0	-6	-5
12	O=C(/C=C/c1nc2ccccc2s1)N1CCCCCC1	2	-1	-9	2	2
13	CCOC(=O)C1=C(C)N(CCCC(=O)O)C(=O)NC1c1cccc(OC)c1 (stereo not drawn)	3	1	-6	2	0
14	COc1ccc(Cl)cc1NC(=O)c1cccc(-n2cnnn2)c1	-5	-9	-7	-3	10
15	Cc1ccc(/C=N/Nc2ccc3c(C(F)(F)F)cc(C(F)(F)F)nc3n2)cc1	-3	-1	-3	0	8
16	CC1CC(C)CN(CCCOc2ccccc2[N+](=O)[O-])C1 (stereo not drawn)	9	15	-10	-3	12
17	COC(=O)[C@@H](Cc1ccccc1)NC(=O)NCCc1ccccc1	-1	-6	-2	9	-6
18	Nc1nc(N)c(C=Nc2ccc(Br)cc2)c(Nc2ccc(Br)cc2)n1	5	-8	7	2	16
19	COc1cc([N+](=O)[O-])ccc1NC(=S)N1CCOCC1	3	-1	3	1	9
20	Cc1cc(Cl)c(S(=O)(=O)NC2CCCC2)cc1OCC(N)=O	11	-15	-3	-1	-18

cpd	NALP3 yeast inh	SENP1 inh	PfG6PD inh	SENP8 block-2
11	9	3	-4	11
12	26	-1	-3	-23
13	5	/	-4	/
14	29	2	29	6
15	-6	28	4	-17
16	21	1	-6	23
17	1	1	-15	10
18	16	-3	29	27
19	-5	1	48	21
20	14	0	-12	4

Next section
cpd	Structure	SENP7 block	SENP6 block	HKDC1 inh	SENP8 block-1	Apaf-1 inh
21	O=C(NC[C@@H]1CCCO1)c1cccc2c1C(=O)c1ccc(N3CCOCC3)cc1S2(=O)=O	12	2	-5	6	2
22	C=CCSc1nn2c(=O)c3ccccc3nc2s1	34	-25	3	15	-4
23	Cc1ccc(CNC(=O)Nc2cccs2)cc1	13	-6	-7	-6	-2
24	O=C(Nc1c(F)cc(F)cc1Br)c1cc(-c2ccco2)on1	5	-1	-2	3	6
25	S=C(Nc1ccc(Oc2ccccc2)cc1)Nc1cccnc1	13	3	-2	-3	10
26	COc1ccc(C(CNC(=O)c2cc(F)c(F)c(F)c2F)N2CCOCC2)cc1 (stereo not drawn)	-11	-3	-4	-15	10
27	COc1ccc(OC2C(=O)N(c3ccc(C)c(C)c3)C2c2ccc(OC)c(OC)c2)cc1 (stereo not drawn)	6	-11	1	-4	11
28	O=C(CN(Cc1ccccc1Cl)C(=O)c1csnn1)NCc1ccc(F)cc1	2	-36	-5	2	12
29	Cc1cc(-c2ccco2)n(-c2ccccc2)n1	0	9	7	6	24
30	Cc1cc(C)n(CC(=O)N2CCCC(N3CCN(c4cccc(C(F)(F)F)c4)CC3)C2)n1 (stereo not drawn)	-11	-1	-1	8	-6

cpd	NALP3 yeast inh	SENP1 inh	PfG6PD inh	SENP8 block-2
21	12	76*	-6	4
22	-22	0	7	12
23	13	-7	40	-15
24	33	0	4	2
25	23	0	3	6
26	5	-4	-5	-7
27	0	3	97*	6
28	12	5	-2	4
29	-2	0	-1	-16
30	13	2	-5	2

(continued)
cpd	Structure	SENP7 block	SENP6 block	HKDC1 inh	SENP8 block-1	Apaf-1 inh
31	CCNc1nc(SCCOc2ccc(Cl)cc2Cl)nc(N(C)C)n1	/	/	7	/	/
32	Cc1nn(-c2ccccc2)c(Cl)c1/C=N\NC(=O)c1cnccn1	-8	1	-3	0	6
33	CCn1c(SCc2nc(CC(=O)Nc3ccccc3OC)no2)nnc1-c1cccs1	-10	-13	-5	-11	10
34	Cc1nc2cc(NS(=O)(=O)c3ccccc3)ccc2n1C	-12	-10	-2	3	-5
35	CC(=O)c1ccc(NC(=O)[C@@]2(CC(=O)O)CC(/C=C/c3ccccc3)=NO2)cc1	6	-3	-3	0	2
36	CC(C)[C@H](NC(N)=O)C(=O)Nc1ccc2c(c1)CCC2	-5	-6	2	-2	14
37	Cc1cc(C)cc(C(=O)N(C)C2CCCN(Cc3ccccc3F)C2)c1 (stereo not drawn)	-2	13	-2	10	9
38	Cc1ccccc1-c1nnnn1C1CCS(=O)(=O)C1 (stereo not drawn)	5	14	-2	5	-1
39	CCOc1cccc(CNc2ccc(O)cc2)c1OCc1ccc(Cl)cc1	21	-6	19	-3	32
40	O=C(Nc1nc(-c2ccc(S(=O)(=O)N3CCOCC3)cc2)cs1)c1ccccc1	-5	-31	-1&2	-21	17

cpd	NALP3 yeast inh	SENP1 inh	PfG6PD inh	SENP8 block-2
31	/	-1	11	6
32	18	2	-9	5
33	7	-2	7	-19
34	15	0	10	10
35	7	1	-32	13
36	-2	1	13	13
37	18	-2	0	10
38	2	1	1	5
39	21	3	70*	30
40	11	1&0	20&29	-87&-20

Remaining list, next part
cpd	Structure	SENP7 block	SENP6 block	HKDC1 inh	SENP8 block-1	Apaf-1 inh
41	COc1ccccc1CNC(=O)COC(=O)c1cc(-c2ccco2)nc2ccccc12	-1	-4	25	1	11
42	O=C(COC(=O)c1ccc2ncsc2c1)NC(=O)c1ccccc1	7	-1	0	-1	6
43	O=C(c1ccc(F)cc1F)N1CCCN(c2nc(-c3ccccc3)ns2)CC1	4	-4	2	0	1
44	CC(Cc1c[nH]c2ccccc12)NC(=O)C1CCCNC1=O (stereo not drawn)	35	-7	-7	1	-15
45	O=C(c1ccc(OC2CCN(Cc3ccccc3C(F)(F)F)CC2)cc1)N1CCCCC1	-5	-17	-1	3	22
46	CCN(CC)C(=O)CSc1nc2c(sc(=S)n2-c2ccccc2OC)c(=O)n1-c1ccccc1	7	1	0	-5	17
47	CN(CC(=O)Nc1ccccc1Cl)C(=O)COC(=O)/C=C/c1ccccc1	-8	-7	-6	6	8
48	O=C(CN1CCC(Cc2ccccc2)CC1)NC(=O)NCc1ccco1	10	-13	4	0	21
49	O=C1NCCSC1c1ccccc1 (stereo not drawn)	-3	7	1	2	-11
50	Cc1cc[n+](CC(=O)Nc2nc3ccccc3s2)cc1	-3	-7	-12	-1	-3

cpd	NALP3 yeast inh	SENP1 inh	PfG6PD inh	SENP8 block-2
41	20	3	-2	-289
42	16	-10	-2	-14
43	1	1	-28	26
44	6	0	-11	8
45	21	-3	15	-3
46	15	1	28	26
47	0	-1	-4	6
48	24	-2	0	21
49	18	1	9	26
50	7	2	-5	-3

(more compounds)
cpd	Structure	SENP7 block	SENP6 block	HKDC1 inh	SENP8 block-1	Apaf-1 inh
51	O=C1Nc2ccccc2/C1=N\c1sc2c(c1C(=O)Nc1ccccc1)CCCC2	7	-4	7	-3	10
52	Cc1c(C(=O)N/N=C/c2ccc(N3CCOCC3)cc2)nc2ccccn12	-2	-1	-9	-3	-10
53	Cc1nc(NC(=O)CCCC(=O)Nc2nc(C)c(C)s2)sc1C	1	0	8	2	8
54	O=C(NCCOc1ccccc1)C(=O)NCC1CCCO1 (stereo not drawn)	1	11	5	-1	-7
55	O=C(CCS(=O)(=O)c1ccc(Cl)cc1)N1CCCc2ccccc21	-9	-16	-7	-1	11
56	CCS(=O)(=O)N1CCN=C1SCc1cccc(F)c1	2	1	-6	3	-12
57	Cc1nc2cc(-c3cccs3)nn2c(NCC(C)(C)CN(C)C)c1C	-4	-12	-4	0	5

cpd	NALP3 yeast inh	SENP1 inh	PfG6PD inh	SENP8 block-2
51	19	-10	40	-15
52	-3	-2	-5	-416
53	16	-1	-12	21
54	-5	2	3	14
55	12	-4	-4	-18
56	4	2	11	19
57	7	0	0	-63
